RORgamma inh: blocks mouse ROR gamma transcriptional activity | Drosophila S2 Gal4-RORgamma UAS-luciferase reporter, 20 h | Potency, µM (top dose mostly 53.6 µM), without a hit: top-dose activity change, negative = inhibition, most hits filed as inhibitors | 310,000 compounds, 5.4% hits | AID 2551; note: potency is the fitted concentration of half-maximal effect; % is set by controls: 0 for no effect and ±100 for the full control effect; nearly all actives have a fitted effect of over 60% in size
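Read-out: Photinus luciferase luminescence; inhibitors lower reporter signal. Insect Schneider cells with Gal4-ROR gamma fusion under metallothionein promoter, UAS reporter; 700 uM final copper sulfate induction, 20 hr, ambient temperature.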
p53 reactivation: restores transcriptional activity of mutant p53. H1299 p53-A138V BP100-luciferase reporter, luminescence, 24 h. Potency, µM (doses to about 92.2 µM), for the others: top-dose activity change, positive = activation, usual class: activators. 320,000 compounds, 0.063% hits; note: potency is the fitted concentration of half-maximal effect; % of control where 0% means no effect; nearly all actives have a fitted effect of over 45% in size
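p53-null H1299 cells stably carrying temperature-sensitive p53-A138V and a BP100-luciferase reporter were pinned with compounds (4-point, 1:5 series) and held 24 hrs at 37 deg C. Luminescence was read 10 min after detection reagent.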
NPC1 prom act: NPC1 promoter activation; Huh7 NPC1 promoter luciferase reporter, 24 h; Potency, µM (doses to about 9.22 µM), for inactives: at the top dose activation, most hits filed as activators; 320,000 compounds, 2.4% hits; AID 485313;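 note: potency is the fitted concentration of half-maximal effect; % of control where 0% means no effect; nearly all actives have a fitted effect of over 60% in size; reporter is driven by a mutant NPC1 promoter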
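Stable NPC1-promoter luciferase Huh7 line; cpd (DMSO) 24 h, 37 °C, 5% CO2; Amplite luciferase reagent 10 min RT; luminescence readout. qHTS format.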
Rab9 prom act: Rab9 promoter activation; Huh7 Rab9 promoter-luciferase reporter, luminescence, 24 h; Potency, µM (series often up to 9.22 µM), without a hit: at the top dose activation, negative = inhibition, hits mostly activators; 320,000 compounds, 2.8% hits; note: potency is the fitted concentration of half-maximal effect; % of control where 0% means no effect; nearly all actives have a fitted effect of over 60% in size
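Huh7 cells stably carrying a Rab9 promoter-luciferase reporter, 1500 cells per well in OP-MEM I with 10% FBS, treated with compound 24 hours at 37C. Luciferase activity read by luminescence after 10 minutes with Amplite reagent.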
Gal4-VP16 FLuc: Gal4-VP16 reporter inhibition counter-screen. Drosophila S2 Gal4-VP16 UAS-luciferase, luminescence, 20 h. Potency, µM (highest dose often 53.6 µM), without a hit: at the highest dose activity, negative = inhibition, most hits filed as inhibitors. 310,000 compounds, 3.5% hits;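 note: Gal4-VP16 expression switched on by copper sulfate through the metallothionein promoter; potency is the fitted concentration of half-maximal effect; % is set by controls: 0 for no effect and ±100 for the full control effect; nearly all actives have a fitted effect of over 50% in size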
FLuc counter: inhibits or activates purified firefly luciferase, miR-21 counter-screen. 360,000 compounds, 6.9% hits. AID 588342. purified FLuc, Km substrates, luminescence inhibition. Potency, µM (series often up to 57.5 µM), without a hit: at the top dose activity change, negative = inhibition, most hits filed as inhibitors. P08659;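 note: potency is the fitted concentration of half-maximal effect; plate controls were vehicle for no effect and reference inhibitor for full effect; nearly all actives have a fitted effect of over 55% in size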
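Purified P. pyralis luciferase, 10 nM final, with Km-level 10 uM D-luciferin and 10 uM ATP in 50 mM Tris acetate pH 7.5, 10 mM Mg acetate, 0.01% Tween-20, 0.05% BSA; 6-point qHTS titration about 60 µM downward; luminescence read.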
Giardia kill: kills Giardia lamblia. Giardia lamblia trophozoite viability. activity change, % at 7.66 µM, hits read low. 340,000 compounds, 0.15% hits. AID 540267; in the data active = activity change below about -80%; inconclusive = between about -30% and that limit;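 note: parasites exposed to compound for two days anaerobically before the ATP read; % is set by controls: 0 for no effect and ±100 for the full control effect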
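Giardia trophozoites, 100 cells per well, were exposed to compounds for 48 hrs at 37 deg C under anaerobic conditions; viability was then read as ATP content by bioluminescence after 15-30 min at room temperature.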
Menin MLL FP TR: displaces Texas Red mutant MLL peptide from human menin; Menin + Texas Red MLL mutant peptide, fluorescence polarization; Potency, µM (doses to about 61.6 µM), for the others: at the highest dose FP activity change, negative = inhibition, actives largely listed as inhibitors; 270,000 compounds, 0.23% hits; AID 1768; active = well fitted inhibition curve with a large enough effect in the polarisation, with a control signal flat, not every such curve was filed as active; inconclusive = small, poorly fitted or top-dose-only effect, or effect the other way, or a change in a side signal; inactive = no such curve, though single readings can be large or run the other way; the % refers to the polarisation; note: potency is the fitted concentration of half-maximal effect; % of control where 0% means no effect; many of its hits are not listed in these tables
Target sequence (O00255 whole entry, looked up): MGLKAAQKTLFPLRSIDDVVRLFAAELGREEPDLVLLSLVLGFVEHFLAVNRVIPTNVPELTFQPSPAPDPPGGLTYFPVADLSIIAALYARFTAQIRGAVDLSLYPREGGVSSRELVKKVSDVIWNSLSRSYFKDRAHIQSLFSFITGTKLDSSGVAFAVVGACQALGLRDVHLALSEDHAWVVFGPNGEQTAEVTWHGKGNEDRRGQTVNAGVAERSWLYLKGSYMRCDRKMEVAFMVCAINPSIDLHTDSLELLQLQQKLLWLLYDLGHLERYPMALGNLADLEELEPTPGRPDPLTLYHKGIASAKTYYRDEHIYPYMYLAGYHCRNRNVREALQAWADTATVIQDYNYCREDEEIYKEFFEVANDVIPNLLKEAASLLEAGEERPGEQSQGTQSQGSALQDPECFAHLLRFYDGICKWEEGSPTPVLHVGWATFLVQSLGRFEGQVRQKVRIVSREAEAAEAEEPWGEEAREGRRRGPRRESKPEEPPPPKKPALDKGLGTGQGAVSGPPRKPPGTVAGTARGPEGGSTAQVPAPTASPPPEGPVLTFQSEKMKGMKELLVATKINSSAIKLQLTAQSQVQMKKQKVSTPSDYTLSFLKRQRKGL
PKM2 activator: activators of human pyruvate kinase M2. 260,000 compounds, 0.34% hits. AID 1631. Potency, µM (titrated, usually from 57.5 µM), inactives show top-dose activation, actives largely listed as activators. purified PKM2, Kinase-Glo ATP luminescence, activation; response scale: 0% is enzyme alone, no compound; note: potency is the fitted concentration of half-maximal effect; % is set by controls: 0 for no effect and ±100 for the full control effect; nearly all actives have a fitted effect of over 55% in size
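ATP formation by purified human PK-M2, quantified via coupled luciferase luminescence after 1 h at room temperature with 0.1 mM ADP and 0.5 mM PEP final.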
BRCA1 expr up: increases BRCA1 expression; MCF7-BRCA1-FFLuc reporter, luminescence, 48 h; response scale: scaled: vehicle 0%, 10 µM genistein 100%; 380,000 compounds, 1.1% hits; Potency, µM (series often up to 46.1 µM), inactives show top-dose activation, hits mostly activators; AID 624202; note: potency is the fitted concentration of half-maximal effect; nearly all actives have a fitted effect of over 80% in size; some results filed as inactive show a strong effect at the top dose
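Quantitative HTS in MCF7 cells stably reporting BRCA1 expression via firefly luciferase. Compound treatment lasts 48 h at 37 °C in phenol-red free MEM. Activation is expressed relative to genistein at 10 microM and DMSO.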
ELG1 genotox: genotoxicity induction in ELG1-luciferase HEK293T cells. Potency, µM (series often up to 46 µM), without a hit: at the top dose activity change, positive = activation, hits mostly activators. 330,000 compounds, 1.3% hits. HEK293T ELG1-luciferase reporter, luminescence, 16 h; note: potency is the fitted concentration of half-maximal effect; % of control where 0% means no effect; nearly all actives have a fitted effect of over 60% in size
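Reporter readout depends on ELG1 protein level, which increases with genetic stress. After 16 hr compound exposure at 37 °C, luciferase activity was quantified using ONE-Glo.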
An asterisk follows results filed as active; ? = inconclusive; . = no result given; & = joins results of further samples; [ ] = remark or other dose. Unless noted, calls come from the whole dose curve; as a rule, active = well fitted curve in the direction sought with a large enough effect; inconclusive = small, poorly fitted or top-dose-only effect, or another doubt; inactive = no such curve, though single readings can be large; an effect the other way counts as inactive or inconclusive. A portion of the library (hit frequency here may not be typical).

No. | SMILES | RORgamma inh | p53 reactivation | NPC1 prom act | Rab9 prom act | Gal4-VP16 FLuc | FLuc counter | Giardia kill | Menin MLL FP TR | PKM2 activator | BRCA1 expr up | ELG1 genotox
1 | CC(C)(Nc1ccccc1)C(=O)c1ccccc1 | 4% | -1% | -1% | -9% | 0% | -1% | 3 | -3% | 0% | -1% | 2%
2 | C=CCNC(=S)NNC(=O)c1ccc(OCC)cc1 | -43% | -6% | 3% | -1% | -8% | 4% | -3 | 13% | -3% | 6% | 2%
3 | CN1c2ccsc2C(=O)/C(=C\Nc2cccc(C(F)(F)F)c2)S1(=O)=O | 27% | -2% | -2% | -6% | 1% | ? | 10 | . | -2% | 12% | -3%
4 | CCOC(=O)c1cnc(-n2nc(C)cc2C)nc1Nc1ccc(N(C)C)cc1 | 0.79µM* | 5% | 0% | -18% | 1.1µM* | -5% | -1 | -9% | -3% | -13% | -12%
5 | Cc1ccc(S(=O)(=O)N[C@@H](CO)C(=O)N[C@@H](Cc2ccc(O)cc2)C(=O)O)cc1 | 9% | 13% | -4% | 0% | 4% | 6% | -4 | 12% | . | 22% | 0%
6 | COc1ccc(CSc2nncn2N)cc1[N+](=O)[O-] | 13% | 6% | 1% | -1% | -16% | 10% | 6 | -5% | 0% | 0% | -2%
7 | Cc1cccc(NC(=O)CN(C)S(=O)(=O)c2ccc(Cl)cc2)n1 | 7% | 2% | -2% | 3% | 16% | 0% | 8 | 1% | -2% | 7% | 1%
8 | CCOc1ccc(S(=O)(=O)n2ccnc2)c2ccccc12 | -5% | -3% | -1% | 2% | 10% | ? | 4 | -5% | 4% | -9% | 0%
9 | COc1ccc(S(=O)(=O)Nc2ccc(F)cc2F)cc1C(=O)N1CCOCC1 | 1% | 4% | 0% | 0% | 10% | -1% | -8 | 12% | 2% | -7% | 6%
10 | O=S(=O)(c1ccc2nnn(OCc3ccccc3)c2c1)N1CCOCC1 | . | -1% | -3% | -2% | . | 5% | 8 | . | . | -6% | 7%
11 | COc1ccc(N2CCN(C(=O)Cn3cnc4c(cnn4-c4ccc(C)cc4)c3=O)CC2)cc1 | -1% | -4% | -12% | -3% | -3% | -2% | 18 | 6% | . | -42% | 11%
12 | CN(C)CC#Cc1cncc(C(=O)NNC(=O)Nc2ccc(Cl)cc2)c1 | -2% | 4% | 4% | 2% | -2% | 24µM* | 1 | . | -3% | 21% | 0%
13 | COc1cc(O)c(CCO)c2c1C(=O)C[C@@H](C)O2 | -2% | 1% | -6% | 2% | 3% | 0% | -3 | 9% | 0% | 1% | 3%
14 | C/C(=N\Nc1nc(N2CCCCC2)nc(N2CCOCC2)n1)c1cccs1 | -33% | -2% | 4% | 1% | -2% | -5% | 7 | -9% | 1% | 4% | -6%
15 | Cc1csc(=Nc2ccc(S(=O)(=O)N3CCOCC3)cc2)n1Cc1ccco1 | ? | -2% | -2% | 3% | 1% | 4% | 3&11 | 0% | 5% | -23%&-10% | -19%
16 | CC(C)C(C(=O)Nc1cccnc1)N1C(=O)c2ccccc2C1=O (configuration not stated) | 16% | -2% | 1% | -3% | -5% | 1% | -8 | -8% | 0% | 15% | 0%
17 | COC(=O)c1[nH]c2cc(OC)c(OC)cc2c1NC(=O)CN1CCN(Cc2ccccc2)CC1 | -28% | -7% | 1% | -8% | -21% | -1% | . | -1% | -2% | . | -3%
18 | CC(=O)Nc1cccc(NC(=O)CSc2nc3c(=O)n(C)c(=O)n(C)c3n2C)c1 | . | 7% | 6% | 1% | . | 2% | -4 | . | . | -5% | -11%
19 | C=CCSc1nnc(Cc2c(C)[nH]c3ccccc23)o1 | -3% | 10% | -1% | 3% | 21% | -1% | 11 | 1% | 7% | 4% | 1%
20 | Cc1ccccc1NC(=O)CSc1nnc(NC(=O)C2CC2)s1 | -5% | 0% | 0% | 1% | 6% | 0% | -4 | -2% | 3% | -2% | 9%
21 | COc1cc(C)nc(NS(=O)(=O)c2ccccc2)n1 | 7% | -2% | -2% | 2% | 6% | -1% | -6 | 8% | -1% | -18% | -1%
22 | COCCCNC(=O)C1CCCN(C(=O)Nc2ccc(OC)cc2)C1 (configuration not stated) | 29% | -3% | -1% | -2% | -3% | 4% | 7 | -5% | -7% | 5% | 3%
23 | CCCCn1c(=O)[nH]c(=O)c2c1nc(-c1ccc(OCC)cc1)n2CC | 20% | 5% | -3% | -3% | 0% | -1% | 18 | -10% | 3% | -12% | 16%
24 | CCc1cccc2c(C(=O)C(F)(F)F)cn(CC(=O)NCC3CCCO3)c12 (configuration not stated) | 8% | -6% | -7% | -7% | 2% | 2% | 24 | 7% | 1% | -7% | -2%
25 | CC(=O)c1cc(C#N)c(SCC(=O)OC(C)(C)C)nc1C | 17% | ? | 2% | 17% | -11% | -10% | -3 | 2% | -3% | 5.6µM* | 6%
26 | O=C(COc1ccc(/C=N/NC(=O)c2ccccc2O)cc1)Nc1ccc([N+](=O)[O-])cc1 | 2%[10 µM] | 4% | 6% | -1% | -5% | 1% | 5 | -1% | 0% | -17% | 12%
27 | CCN(CC(=O)Nc1c(F)cccc1F)C(=O)/C=C/c1ccc(S(=O)(=O)N2CCCCCC2)cc1 | . | 6% | -8% | -9% | . | -1% | 0 | . | . | -64% | -3%
28 | Cc1ccc(-n2nc3cc(C)c(NC(=O)c4cccnc4)cc3n2)cc1 | ? | 23% | ? | 3.5µM* | ? | ? | -8 | -2% | -1% | ? | 15%
29 | CC(C)(C)OC(=O)COc1cc(F)ccc1[N+](=O)[O-] | . | 3% | -3% | 2% | . | 5% | 14 | . | . | 8% | 2%
30 | COc1ccc(Nc2nc(-c3ccccc3)c3ccccc3n2)cc1 | -17% | -4% | -1% | -1% | -20% | -18% | -7 | 19% | -22% | -15% | -8%
31 | Cc1cc(NC(=O)CSc2nnnn2-c2ccc(C)c(C)c2)no1 | 24% | -1% | 1% | -9% | 4% | 0% | 6 | ? | 21% | 6% | -1%
32 | O=C(CCCCCNC(=O)N1CCn2c1nc1ccccc12)N[C@@H](C(=O)O)c1ccccc1 | 0% | 12% | -1% | -3% | 3% | 7% | 3 | -6% | 1% | 33% | -1%
33 | O=C(Cc1ccccc1)NCCC1=CCCCC1 | 18% | 14% | 0% | -3% | -6% | -5% | 5 | 1% | 0% | 54% | 8%
34 | CCOC(=O)c1nn(-c2ccc(F)cc2)c(=O)cc1OCC(=O)Nc1ccc(OCC)cc1 | . | -4% | -3% | -1% | . | 5% | 16 | . | . | -12% | 2%
35 | Cc1ccc(-c2noc(Cn3cc(S(=O)(=O)N4CCCC4)ccc3=O)n2)cc1 | . | ? | 10% | 1% | . | 24µM* | -16 | . | . | -6% | 11%
36 | O=C(COC(=O)c1nsc(Cl)c1Cl)NC1CCCC1 | 5% | -1% | 12% | 0% | 6% | -8% | -2 | -7% | -5% | 8% | -7%

Screening results: PubChem BioAssay, National Center for Advancing Translational Sciences (NCATS)
